High-throughput results deposited in PubChem by Sanford-Burnham Center for Chemical Genomics.
hIAP activ – human IAP activation | P09923 | purified human IAP, CDP-Star luminescence, 30 min; active compounds read high; 1 = vehicle-only enzyme, 0 = enzyme-free background | activation factor at 10 µM | 0.16% of 330,000 active | AID 2524;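 active = activation factor of the enzyme at least 2-fold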; also: the source names both 10 and 20 µM as test concentration; values of inactives mirror those of a sister screen read the other way
Target sequence (P09923 whole entry, looked up): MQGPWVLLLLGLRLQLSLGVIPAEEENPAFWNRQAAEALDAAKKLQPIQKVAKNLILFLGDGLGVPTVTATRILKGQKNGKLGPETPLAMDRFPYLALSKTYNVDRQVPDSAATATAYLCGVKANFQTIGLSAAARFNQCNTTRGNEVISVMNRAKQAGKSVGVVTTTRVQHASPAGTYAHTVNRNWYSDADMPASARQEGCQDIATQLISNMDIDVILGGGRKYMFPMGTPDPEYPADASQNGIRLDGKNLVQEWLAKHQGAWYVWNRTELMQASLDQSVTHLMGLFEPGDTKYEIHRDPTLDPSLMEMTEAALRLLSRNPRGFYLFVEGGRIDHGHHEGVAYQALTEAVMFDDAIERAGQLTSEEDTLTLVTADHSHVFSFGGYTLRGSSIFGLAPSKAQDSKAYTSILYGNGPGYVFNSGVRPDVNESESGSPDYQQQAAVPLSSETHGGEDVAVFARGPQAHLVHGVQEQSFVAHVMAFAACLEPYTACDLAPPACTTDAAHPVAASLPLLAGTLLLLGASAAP
beta cell repl – induces beta-cell replication in MIN6 cells | MIN6 cells proliferation, ATPlite luminescence, 48 h; cells starved in 0.2% serum; 100% = growth in 10% serum | proliferation, % at 10 µM | 0.29% of 330,000 active;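 active = compounds whose signal lies at least 3.5 SD above the mean of all wells on their plate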;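 also: 0% = DMSO-treated cells in low-serum medium and 100% = 10% serum control; some compounds called inactive have numbers as strong as hits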
A3A deaminase – inhibitors of human APOBEC3A DNA deaminase | P31941 | recombinant A3A, FAM/TAMRA ssDNA deamination fluorescence | inhibition, % at 20 µM | 0.41% of 330,000 active | AID 493011;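 active = at least 40% inhibition at 20 µM here, with at most 30% in a related deaminase screen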;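 also: plate controls were A3A with DMSO for no effect and wells lacking A3A enzyme for full effect; some results filed as inactive read as strong as hits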
Target sequence (P31941 whole entry, looked up): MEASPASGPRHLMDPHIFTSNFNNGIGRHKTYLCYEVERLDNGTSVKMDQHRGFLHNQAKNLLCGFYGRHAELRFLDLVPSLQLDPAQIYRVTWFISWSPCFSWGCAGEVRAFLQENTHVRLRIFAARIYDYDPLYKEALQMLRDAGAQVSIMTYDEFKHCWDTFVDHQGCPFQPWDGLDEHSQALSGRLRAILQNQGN
mIAP act – mouse IAP activation; AID 2805; muIAP, CDP-Star luminescence, 30 min; active compounds read high; 1 = vehicle-only enzyme signal, 0 = enzyme-free wells; activation factor at 10 µM; 0.24% of 330,000 active;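 active = activation factor of at least 2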; also: the source names both 10 and 20 µM as test concentration; values of inactives mirror those of a sister screen read the other way
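also added = chemiluminescent substrate CDP-Star | test system = mouse IAP enzyme | signal = chemiluminescence readout | compound = DMSO-dissolved test compounds | incubation = 30 min at room temperature | benchmarks = DMSO wells, no-enzyme wells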
mIAP block – mouse IAP inhibition. AID 2806. inhibition, % at 10 µM. purified mouse IAP, CDP-Star luminescence, 30 min. 0.2% of 330,000 active;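 active = inhibition of at least 40% at 10 µM in the primary screen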;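 also: plate controls were DMSO with enzyme for no effect and no enzyme wells for full effect; values of inactives mirror those of a sister screen read the other way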
APOBEC3G inh – blocks human APOBEC3G single-stranded DNA deamination; recombinant A3G, ssDNA deamination FAM/TAMRA fluorescence; AID 493012; 0.28% of 330,000 active; inhibition, % at 20 µM; Q9HC16;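 active = inhibition of at least 40% at 20 µM, with no more than 30% in the related APOBEC3A deaminase screen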;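 also: plate controls were DMSO wells with A3G for no effect and wells lacking A3G enzyme for full effect; some compounds called inactive have numbers as strong as hits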
SENP1 inh – inhibitors of human SENP1 SUMO protease catalytic domain; recombinant SENP1 catalytic domain, CyPet-SUMO1-YPet FRET cleavage; Q9P0U3; inhibition, % at 10 µM; 0.21% of 360,000 active; AID 624204;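 active = inhibition at least 30% at 10 µM, raw YFP signal under a set limit, fluorescence ratio 0.5 to 1.5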;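 also: 0% = enzyme with DMSO and 100% = no enzyme wells; some results filed as inactive read as strong as hits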
Target sequence (Q9P0U3 419-644 limits assumed): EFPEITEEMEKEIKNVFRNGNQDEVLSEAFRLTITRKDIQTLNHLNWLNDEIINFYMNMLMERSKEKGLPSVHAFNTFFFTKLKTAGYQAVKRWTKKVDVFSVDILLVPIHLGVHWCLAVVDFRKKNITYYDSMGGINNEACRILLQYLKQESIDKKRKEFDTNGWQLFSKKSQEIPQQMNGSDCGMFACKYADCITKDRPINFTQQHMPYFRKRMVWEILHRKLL
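Compound: 10 µM single point, 0.5% DMSO; Test system: hSENP1 catalytic domain, recombinant; Timing: 50 min reaction at room temperature; Technique: FRET, CFP and YFP emission; Control set: no-enzyme wells low, DMSO-plus-enzyme wells high control.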
hIAP inh – human IAP inhibition | inhibition, % at 10 µM | AID 2544 | purified IAP, CDP-Star luminescence, 30 min | 0.12% of 330,000 active;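 active = inhibition reaching a set limit with compound at 10 µM in the primary screen, cut at about 35% in these data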;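 also: plate controls were DMSO wells with enzyme for no effect and no-enzyme buffer wells for full effect; values of inactives mirror those of a sister screen read the other way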
NALP3 yeast inh – blocks the NALP3 inflammasome reconstituted in yeast. Yeast reconstituted NLRP3/ASC/caspase-1, beta-gal luminescence, 24 h. inhibition, % at 10 µM. 0.39% of 330,000 active;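 active = inhibition of 50% or more; inactive = inhibition below 50%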;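 also: plate controls were induced DMSO wells for no effect and uninduced yeast grown without galactose for full effect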
An asterisk follows results filed as active. The list is partial, so the mix of outcomes need not match the whole.

1) Cc1cc(NS(=O)(=O)c2ccc(NC(=O)/C=C/c3c(F)cccc3Cl)cc2)no1
2) O=C1CN(C(=O)COC(=O)CNS(=O)(=O)c2ccccc2)c2ccccc2N1
3) COc1ccc(C(=O)NC2CCN(C(=S)Nc3cc(C)ccc3C)CC2)cc1
4) COc1ccc(NC(=S)N2CCN(Cc3cccc(F)c3)CC2)c(OC)c1
5) Nc1nc(Nc2cccc(Cl)c2)n[nH]1
6) Cc1cc(COc2ccccc2O)on1
Screen / compound no.	1	2	3	4	5	6
hIAP activ	1	0.91	1	1.1	1.2	0.89
beta cell repl	-2	-1	0	-2	1	-2
A3A deaminase	-3	-1	0	0	2	-16
mIAP act	0.95	1	0.92	1	0.97	1
mIAP block	5	-2	8	-1	3	0
APOBEC3G inh	-4	0	-5	8	-6	-4
SENP1 inh	1	0	3	2	2	2
hIAP inh	-3	9	-4	-5	-22	11
NALP3 yeast inh	12	-2	-7	17	-2	6

7) Cc1nc(N2CCN(Cc3ccccc3)CC2)[nH]c(=O)c1C
8) Cn1nc(C(=O)N2CCN(S(=O)(=O)c3ccccc3)CC2)c2ccccc2c1=O
9) O=C(CN1CCN(S(=O)(=O)c2ccc(Br)cc2)CC1)N/N=C/c1cc([N+](=O)[O-])ccc1Cl
10) CC(C)(C)c1ccc(-n2ncc3c2CCCC3NC(=O)CN2CCOC2=O)cc1 (configuration not stated)
11) COc1ccc(C(=O)N(CN2CCCC2=O)c2ccccc2OC)cc1OC
12) Cc1ccc(Oc2nc(-c3cccnc3)nc3ccccc23)c([N+](=O)[O-])n1
Screen / compound no.	7	8	9	10	11	12
hIAP activ	0.88	1.1	0.86	1	1.2	1
beta cell repl	-2	-1	-5	0	-2	-1
A3A deaminase	0	-1	0	-2	0	-1
mIAP act	1	1	0.9	0.99	1	0.92
mIAP block	-1	-2	10	1	-4	8
APOBEC3G inh	1	-7	-6	-7	-3	-3
SENP1 inh	-1	0	2	1	1	-2
hIAP inh	12	-15	14	0	-15	0
NALP3 yeast inh	9	6	19	7	-4	8

13) O=C(O)c1ccc(N2C(=O)CC(SC(=Nc3ccccc3)Nc3ccccc3)C2=O)cc1 (configuration not stated)
14) Cc1[nH]c2ccc(-c3n[nH]c(=S)n3-c3ccccc3)cc2c1C
15) COc1ccc(C(C#N)N2N=C(C)CC2c2ccccc2)cc1 (configuration not stated)
16) C=CCSc1nnc(NC(=O)CN2C(=O)NC3(CCCC3)C2=O)s1
17) Cc1cc(NC(=O)CCSc2nc(-c3ccco3)cc(C(F)(F)F)n2)no1
18) CCN(CC)c1ccc(NC(=O)COC(=O)CSc2ccc(Br)cc2C)cc1
Screen / compound no.	13	14	15	16	17	18
hIAP activ	1.2	1.1	1	1.1	0.97	0.88
beta cell repl	-2	1	-2	0	-1	-2
A3A deaminase	0	0	-4	0	0	-6
mIAP act	0.98	0.95	1	0.98	0.95	0.99
mIAP block	2	4	-1	2	5	1
APOBEC3G inh	2	-7	-6	-3	-6	-5
SENP1 inh	2	1	2	1	0	6
hIAP inh	-17	-11	-4	-7	3	12
NALP3 yeast inh	11	21	20	10	14	3

19) COc1c(F)c(F)c(C(=O)Nc2ccc(NC(=O)Cc3ccccc3)cc2)c(F)c1F
20) COc1ccc(NC(=O)c2cc(OC)c(OC)c(OC)c2)cn1
21) Cc1ccc(S(=O)(=O)N(C)C)cc1NC(=O)COC(=O)c1ccc2c(c1)NC(=O)CS2
22) C#Cc1ccc([C@@H]2C=C(C(=O)NCc3ccccc3)O[C@H](OCc3ccc(CO)cc3)C2)cc1
23) CCOc1c(Br)cc(C2NC(=O)CCC2[N+](=O)[O-])cc1OC (configuration not stated)
24) CC(C)Oc1ccc(/C(O)=C2/C(=O)C(=O)N(CCN3CCNCC3)C2c2cccc([N+](=O)[O-])c2)cc1 (configuration not stated)
Screen / compound no.	19	20	21	22	23	24
hIAP activ	1.1	0.8	0.99	1	0.96	1.2
beta cell repl	-1	-2	2	-8	-1	-1
A3A deaminase	-1	-5	-6	-5	3	-3
mIAP act	0.97	1	1	1	0.97	0.87
mIAP block	3	-5	-2	0	3	13
APOBEC3G inh	-7	-9	-6	-9	-4	-6
SENP1 inh	4	2	-1	-4	1	2
hIAP inh	-8	20	1	-2	4	-21
NALP3 yeast inh	4	5	5	10	14	12

25) CCOc1ccccc1C(=O)N[C@H](C(=O)OCc1csc(CC(=O)Nc2ccc(C)cc2)n1)C(C)C
26) Cc1cccc(C(C)C)c1NC(=O)COC(=O)Cc1ccsc1
27) COc1ccc(-c2cc(C(=O)NC(Cc3cc4ccccc4[nH]3)C(=O)O)c(C)o2)cc1OC (configuration not stated)
28) CNC(=O)NC(=O)CSc1ccc(S(=O)(=O)N2CCOCC2)cn1
29) CC(Oc1ccccc1Cl)C(=O)Nc1ccc(S(=O)(=O)Nc2nccs2)cc1 (configuration not stated)
30) CCOC(=O)c1c(NC(=O)C(C)OC(=O)C2=COCCO2)sc2c1CCCC2 (configuration not stated)
Screen / compound no.	25	26	27	28	29	30
hIAP activ	1.2	0.88	1.1	0.8	1	0.97
beta cell repl	-5	0	-1	1	3	-8
A3A deaminase	0	3	3	12	2	-3
mIAP act	1.3	0.99	1.1	1.1	1	1
mIAP block	-29	1	-8	-9	-1	-3
APOBEC3G inh	14	-6	12	-2	-3	-12
SENP1 inh	-12	6	2	1	1	2
hIAP inh	-18	12	-7	20	0	3
NALP3 yeast inh	33	3	23	1	1	-10

31) COC(=O)c1ccc(CSc2nnc(SCc3ccc(C(=O)OC)o3)s2)o1
32) CC(=O)Nc1nonc1NC(=O)CSc1ncn[nH]1
33) CC(NC(=O)Cn1cc([N+](=O)[O-])cn1)c1ccc(C(C)(C)C)cc1 (configuration not stated)
34) COc1cccc(NS(=O)(=O)c2cc3c(cc2C)N(C)CCO3)c1
35) Cc1ccc(S(=O)(=O)N2CCC(C(=O)NCCc3ccccc3)CC2)cc1
36) CC(C)CCNC(=O)C(c1ccco1)N(CCCO)C(=O)Cn1nnc(-c2ccc(F)cc2)n1 (configuration not stated)
Screen / compound no.	31	32	33	34	35	36
hIAP activ	0.98	1.7	1	0.73	0.97	1
beta cell repl	-3	0	-2	-1	-3	2
A3A deaminase	4	-4	-1	-6	-1	4
mIAP act	0.98	0.85	0.9	1	1.2	1
mIAP block	2	15	10	-3	-19	0
APOBEC3G inh	7	-5	-2	9	-3	1
SENP1 inh	-1	1	-1	-19	1	3
hIAP inh	2	-71	0	27	3	-4
NALP3 yeast inh	34	4	22	3	-1	5

37) COc1ccc(NC(=O)COc2cccc3c2OC(C)(C)C3)cc1OC
38) O=C(CCCCO)CCCCCCCC[C@H]1N[C@H](CO)[C@H](O)[C@@H]1O[C@@H]1O[C@H](CO)[C@@H](O)[C@H](O)[C@H]1O
39) COc1ccc(C2/C(=C(\O)c3ccc4c(c3)OCCO4)C(=O)C(=O)N2CCCN(C)C)c(OC)c1 (configuration not stated)
40) Cc1ccc(NC(=O)CN(C)C(=O)COC(=O)c2nc3nccc(C)n3n2)cc1
41) CCc1ccccc1N1CC(C(=O)Nc2nccs2)CC1=O (configuration not stated)
42) CCCC(=O)Nc1ccc(NC(=O)c2ccccc2Cl)nc1
Screen / compound no.	37	38	39	40	41	42
hIAP activ	0.82	1.1	1.1	1.1	1.1	1
beta cell repl	-4	0	3	6	-3	-3
A3A deaminase	0	3	0	-1	1	-2
mIAP act	1.1	0.98	0.95	1.1	1.1	0.99
mIAP block	-7	2	5	-10	-9	1
APOBEC3G inh	-2	2	0	-6	-4	-3
SENP1 inh	-1	2	2	0	1	-2
hIAP inh	18	-13	-7	-14	-14	0
NALP3 yeast inh	14	19	22	-2	19	19

43) Cc1sc2nc(CSc3nnnn3-c3ccc(Cl)cc3)[nH]c(=O)c2c1C
44) O=C(COc1ccccc1C(=O)c1cnn(-c2ccccc2)c1)Nc1ccc2ccccc2c1
45) Cc1ccc(C2NC(=S)NC3=C2C(=O)CCC3)cc1 (configuration not stated)
46) COc1ccc(CC(=O)OC(C)CN2CCOCC2)cc1 (configuration not stated)
47) COc1ccccc1N1CC(C(=O)Nc2nnc(SC)s2)CC1=O (configuration not stated)
48) COc1ccc(C2/C(=C(/O)c3ccccc3)C(=O)C(=O)N2c2ccccn2)c(OC)c1 (configuration not stated)
Screen / compound no.	43	44	45	46	47	48
hIAP activ	0.88	0.99	1.1	0.95	1	0.86
beta cell repl	-2	-4	-1	1	-4	0
A3A deaminase	-2	2	-8	0	0	-2
mIAP act	0.95	1	1.2	0.96	1	0.96
mIAP block	5	-5	-19	4	0	4
APOBEC3G inh	-9	-3	-1	-3	-7	0
SENP1 inh	-27	-2	3	0	-5	3
hIAP inh	12	1	-13	5	-3	14
NALP3 yeast inh	2	20	7	18	3	9

Results in beta cell repl and A3A deaminase (4 entries from above):
entry	SMILES	beta cell repl	A3A deaminase
46	COc1ccc(CC(=O)OC(C)CN2CCOCC2)cc1 (configuration not stated)	1	0
44	O=C(COc1ccccc1C(=O)c1cnn(-c2ccccc2)c1)Nc1ccc2ccccc2c1	-4	2
48	COc1ccc(C2/C(=C(/O)c3ccccc3)C(=O)C(=O)N2c2ccccn2)c(OC)c1 (configuration not stated)	0	-2
47	COc1ccccc1N1CC(C(=O)Nc2nnc(SC)s2)CC1=O (configuration not stated)	-4	0

Later entries.
49) O=C(CN1C(=O)/C(=C\c2ccccc2Cl)Sc2ccccc21)NCCCN1CCOCC1
50) O=C(NCc1ccccn1)C1CCN(S(=O)(=O)c2cccs2)CC1
51) Cc1cc(Cl)ccc1OCCCC(N)=O
52) Cc1ccc(NC(=O)CCC(=O)NNC(=O)c2ccccc2Cl)c(C)c1
53) CCN(c1cccc(C)c1)S(=O)(=O)c1cc2c3c(c1)CCC(=O)N3CCC2
54) Cc1ccc(C2CC(=O)N3CN(Cc4ccco4)CSC3=C2C#N)cc1 (configuration not stated)
55) Cc1nc2ccccc2c2oc(C(=O)NCc3ccc4c(c3)OCO4)cc12
56) COCCNC(=O)c1cc2c(-c3ccccc3F)nn(C)c2s1
Screen / compound no.	49	50	51	52	53	54	55	56
hIAP activ	1	0.93	1	1.3	1.1	1.2	1	1.2
beta cell repl	-8	-5	-3	0	0	-2	-6	-1
A3A deaminase	-4	-1	-2	4	0	-1	1	-3
mIAP act	1	1.1	0.89	1	0.92	0.87	0.98	0.92
mIAP block	-3	-7	11	-2	8	13	2	8
APOBEC3G inh	-1	-5	-2	-2	1	5	0	-7
SENP1 inh	0	3	2	1	4	-7	-3	1
hIAP inh	-2	7	-4	-26	-5	-24	0	-23
NALP3 yeast inh	17	7	-1	-4	21	4	16	12

Profiles from above:
CCN(c1cccc(C)c1)S(=O)(=O)c1cc2c3c(c1)CCC(=O)N3CCC2 in the list: hIAP activ: 1.1; beta cell repl: 0; A3A deaminase: 0; mIAP act: 0.92; mIAP block: 8; APOBEC3G inh: 1; SENP1 inh: 4; hIAP inh: -5; NALP3 yeast inh: 21
Cc1ccc(C2CC(=O)N3CN(Cc4ccco4)CSC3=C2C#N)cc1 (configuration not stated) in the list: hIAP activ: 1.2; beta cell repl: -2; A3A deaminase: -1; mIAP act: 0.87; mIAP block: 13; APOBEC3G inh: 5; SENP1 inh: -7; hIAP inh: -24; NALP3 yeast inh: 4
